# High-throughput results: PubChem, Broad Institute
# EWS-Fli inh = EWS/Fli-driven NR0B1 reporter inhibitors, primary screen, A673 cells, NR0B1 luciferase, luminescence, MLPCN library. 350,000 tested, 0.67% active. AID 651661, 2012. inhibition, % at 12.6 µM. viability-normalised;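 active = mean inhibition of at least 50% after viability correction, with every replicate also passing that limit; inconclusive = mean reaches 50% but only one of two replicates passes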;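 also: firefly luciferase signal divided by Alamar Blue viability fluorescence both relative to DMSO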
# Xi reactivation = activators of inactive X chromosome reactivation, primary screen, imaging, XiGFP fibroblasts, GFP high-content imaging, set 2 | activation, % at 7.58 µM | XiGFP mouse fibroblasts, % GFP-positive cells imaging, 3 d; cells co-treated with 5-aza-dC sensitizer; scaled so ellipticine positive control = 100% | 360,000 tested, 0.055% active;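 active = mean normalized replicate activation at least 10% and every replicate at or above 10%; inconclusive = only one of the two criteria met; inactive = mean below 10% and not all replicates reach 10%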;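 also: 0% = median of on-plate neutral control wells and 100% = ellipticine 6 µM median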
#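 Schedule: 3 d treatment, 15 min room-temperature fixation; system: 68-5-11 XiGFP fibroblast line; buffer or medium: DMEM plus 5-aza-dC sensitizer; control set: ellipticine 6 µM positive control; compound: one concentration, pinned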
# S100A4 MyoIIA = inhibitors of S100A4-myosin IIA peptide binding, primary screen, biochemical, fluorescence polarization, TAMRA-MyoIIA peptide; 360,000 tested, 0.14% active; inhibition, % at 10.7 µM;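 active = mean inhibition of at least 70% across replicates, with every replicate also reaching that level; inconclusive = mean inhibition reaches 70% but some replicates fall short; inactive = mean inhibition below 70%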
# Target sequence (P26447 whole entry, looked up): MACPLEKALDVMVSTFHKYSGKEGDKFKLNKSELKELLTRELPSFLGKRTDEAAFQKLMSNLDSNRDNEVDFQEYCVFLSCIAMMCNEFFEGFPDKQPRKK
#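 Material: S100A4 monomer (human). Medium: Calcium-containing HEPES buffer, pH 7.2. Probe or stimulus: labelled myosin peptide probe, 5 nM. Compound dosing: one concentration per compound. Timing: polarization read 5 min after assay mix addition, stable 5–60 min. Benchmarks: DMSO as neutral control, TFP as positive control.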
# RAD54 inh = inhibitors of human RAD54 branch migration, primary screen, biochemical, fluorescence, single point; RAD54 Holliday junction branch migration, FAM/BHQ fluorescence; inhibition, % at 10.4 µM; 360,000 tested, 0.14% active;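 active = mean normalized replicate activity at least 40 and at least half of replicates scoring 40 or more; inconclusive = only one of the two criteria met; inactive = mean below 40 and under half of replicates reaching 40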;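 also: 0% = median of neutral control wells and 100% = median of positive control wells; inhibitors cause a drop in the FAM fluorescence signal; in these data hits start at about 50%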
# esBAF inh = Bmi1 luciferase reporter increase in mESCs, primary screen, esBAF inhibitor project, mouse ES cells, Bmi1 luciferase knock-in, single point; 24 h; 100% = twice the neutral-well signal; 350,000 tested, 2% active; reporter increase, % at 12.5 µM; in the data active = activation above about 40%; inconclusive = no clear call, values can overlap the other calls;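 also: 0% = median of the plate's neutral control wells and 100% = double that signal; a rise in the Bmi1 reporter signal indicates esBAF inhibition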
# FN deposition inh = inhibitors of fibronectin matrix deposition, primary screen, AH1F cells, Alexa488-fibronectin fluorescence, plate reader. AH1F fibroblasts, overnight. inhibition, % at 12.6 µM. 350,000 tested, 0.086% active. AID 743247, 2014;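 active = mean inhibition across replicates of 30% or more, regardless of how many single replicates reach that level; inconclusive = mean under 30% yet at least half of replicates reach 30%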;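 also: positive control wells lacked labelled fibronectin entirely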
#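 Assay system: AH1F fibroblasts assembling fluorescent fibronectin matrix; Amount: 10000 AH1F cells per well; Buffer or medium: DMEM, 2% serum; Probe or stimulus: Alexa488-fibronectin, 24 nM final in well; Doses: single compound dose, delivered by pin transfer; Incubation: 1 h adhesion, overnight exposure; Measured by: fluorescence 485/525 nm; Read-out: fibronectin deposition inhibition.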
# E-sel inducer = E-selectin induction in HUVECs, primary screen, imaging, HUVEC, immunofluorescence imaging, single point. AID 686992, 2013. 260,000 tested, 0.37% active. activation, % at 7.58 µM. normalized: neutral wells 0, TNF-alpha wells 100;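 active = mean E-selectin-positive cell signal at least 10% of the positive control, reached in at least 60% of replicates, without over 20% cell loss; inconclusive = no rule given, readout overlaps actives, possibly toxicity-flagged; inactive = the rest, including those meeting only one limit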;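 also: in these data hits start at about 27%; measured in HUVEC primary endothelial cells; signal is the percent of cells scored E-selectin positive by PE staining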
# Target sequence (P16581 whole entry, looked up): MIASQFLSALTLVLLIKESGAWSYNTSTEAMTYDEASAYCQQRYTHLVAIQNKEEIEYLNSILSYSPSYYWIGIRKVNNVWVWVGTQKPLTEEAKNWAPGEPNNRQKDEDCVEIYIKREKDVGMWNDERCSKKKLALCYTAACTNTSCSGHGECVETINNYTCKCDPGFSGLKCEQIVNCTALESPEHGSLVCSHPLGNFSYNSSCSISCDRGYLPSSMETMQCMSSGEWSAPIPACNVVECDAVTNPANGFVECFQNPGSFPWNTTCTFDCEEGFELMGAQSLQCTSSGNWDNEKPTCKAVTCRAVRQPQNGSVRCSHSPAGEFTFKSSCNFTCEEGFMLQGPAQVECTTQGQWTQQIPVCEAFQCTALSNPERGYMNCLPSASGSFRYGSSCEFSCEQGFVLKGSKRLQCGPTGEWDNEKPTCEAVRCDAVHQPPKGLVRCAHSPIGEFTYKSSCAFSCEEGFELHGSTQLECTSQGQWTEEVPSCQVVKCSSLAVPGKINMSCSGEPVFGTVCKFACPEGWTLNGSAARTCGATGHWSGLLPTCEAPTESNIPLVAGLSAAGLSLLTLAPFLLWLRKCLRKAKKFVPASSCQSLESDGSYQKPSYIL
#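 Test system – human umbilical vein endothelial cells (HUVEC), E-selectin induction · Input – 3,000 HUVEC seeded per well · Buffer or medium – EGM-2, gelatin · Compound dosing – single-point compound dose · Detection – immunofluorescence imaging · Measure – percent E-selectin-positive cells · Controls – TNF-alpha high, DMSO low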
# RAD52 anneal inh = RAD52 DNA annealing inhibitors, primary screen, biochemical, FRET, single point, set 2; recombinant RAD52 DNA annealing, FRET fluorescence; DNA repair protein RAD52 homolog (Homo sapiens), P43351; 360,000 tested, 0.46% active; inhibition, % at 18.7 µM; AID 651710, 2012;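 active = every replicate showing at least 50% inhibition; inconclusive = mean inhibition at least 50% but not in every replicate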
# Starred values were filed as active, the others as inactive; u = inconclusive; x = no result given; & = joins results of further samples.
item	Molecule	EWS-Fli inh	Xi reactivation	S100A4 MyoIIA	RAD54 inh	esBAF inh	FN deposition inh	E-sel inducer	RAD52 anneal inh
1	C[C@H]1CCCCO[C@H](CN(C)S(=O)(=O)c2ccc(Cl)cc2)[C@@H](C)CN([C@@H](C)CO)C(=O)c2cc(NC(=O)Cc3ccccc3)ccc2O1	17	-0.6	0	-3	-4	x	0.4	16
2	CCNC(=O)C[C@@H]1CC[C@@H]2[C@@H](COc3ccc(NC(=O)c4ccc5c(c4)OCO5)cc3C(=O)N2C)O1	2	0.4	-5	-24	-2	-9	-0.1	-1
3	O=C1CC(N2CCN(S(=O)(=O)c3ccc([N+](=O)[O-])cc3)CC2)C(=O)N1c1ccccc1F (configuration not stated)	2	0.9	-8	-6	-4	5	2.2	0
4	O=C(c1ccc2nccnc2c1)N1CCN(c2ccccc2)CC1	x	0.2	-1	3	-3	3	-0.8	6
5	CC(C)c1cc(-c2cc(C(=O)NCc3ccccc3)on2)nc(NC2CCCC2)n1	11	-0.1	-3	-11	3	9	0.4	-12
6	CC1=Nc2nc(N3CCCCC3)c(C#N)c3c4c(nc(c23)N1)N(c1ccc(C(C)C)cc1)C(=O)C4	-7	-0.1	-8	-3	x	-8	-1.9	-6
7	CN1CCN(S(=O)(=O)c2ccc(NCc3ccc4c(c3)OCO4)nc2)CC1	7	0.4	2	-8	-9	0	0.8	-29
8	Cn1ccnc1CN1CCCCC1C(=O)Nc1ccc(Oc2cccnc2)cc1 (configuration not stated)	x	0.4	2	-4	2	-11	-0.1	-4
9	CC(C)C(=O)NC(=S)Nc1nnn(C)n1	x	0.0	x	5	x	-4	0.9	x
10	Cn1cnc(S(=O)(=O)N2CCCCN3[C@H](CO)[C@@H](c4ccc(-c5ccccc5F)cc4)[C@@H]3C2)c1	-7	0.1	-2	-4	2	x	-0.1	-7
11	CCCNC(=O)N1C[C@H](C)[C@@H](OC)CN(C)C(=O)c2ccc(NC(=O)CC)cc2OC[C@@H]1C	x	-0.1	-9	x	x	-3	0.6	-2
12	COc1cccc(-c2cc(C(F)(F)F)n3nc(C(=O)N4CCCCC4c4cccnc4)cc3n2)c1 (configuration not stated)	11	0.0	-6	-1	28	4	-1.6	-25
13	Cc1ccccc1-c1ccc([C@H]2[C@H]3CN(C(=O)CN4CCOCC4)CCCCN3[C@H]2CO)cc1	-10	0.1	-11	0	x	x	-0.2	4
14	Cc1ccc(NC(=O)Nc2cnccn2)cc1	x	0.6	1	-3	x	x	0.5	-6
15	C[C@@H]1CN([C@H](C)CO)C(=O)CCCn2cc(nn2)CO[C@H]1CN(C)Cc1ccc2c(c1)OCCN2C	1	-0.3	8	2	-3	1	0.4	-4
16	COc1ccc(CN(C)C(=O)[C@H](Cc2ccccc2)NC(=O)c2ccco2)c(OC)c1	-4	0.2	1	x	-3	1	-0.1	-4
17	CO[C@H]1CN(C)C(=O)c2cc(NC(=O)C3CCCCC3)ccc2OC[C@H](C)N(Cc2cccnc2)C[C@H]1C	14	0.3	-8	1	-5	-1	0.1	6
18	Cn1cnc(S(=O)(=O)N2C[C@H](O)COC[C@H]3O[C@@H](CC(=O)NCc4cccc(F)c4)CC[C@@H]32)c1	-2	0.2	x	1	-6	5	-0.3	x
19	C[C@@H]1CCCCO[C@H](CN(C)C(=O)Nc2ccc(F)cc2)[C@@H](C)CN([C@@H](C)CO)C(=O)c2cc(NS(C)(=O)=O)ccc2O1	5	-0.5	10	-5	-1	x	-0.2	-7
20	O=C1COc2ccc(C(=O)COC(=O)c3ccccc3Cl)cc2N1	0	0.1	-5	x	x	3	-0.1	-13
21	Cc1ccc(/C=C/C(=O)OCC(=O)Nc2ccccc2Sc2ccccc2)cc1	-24	0.0	0	x	x	-8	-0.3	-7
22	COc1cc(/C=N/NC(=O)CCN2CCN(c3ccccc3)CC2)cc(OC)c1OC	-2	0.0	-4	x	x	x	x	-13
23	CCCNC(=O)Nc1ccc2c(c1)C(=O)N(C)[C@H]1CC[C@@H](CC(=O)NCC3CCCCC3)O[C@H]1CO2	4	0.2	-18	3	10	-7	-0.1	-6
24	C[C@H]1CN([C@@H](C)CO)C(=O)c2cccc(NC(=O)Nc3ccccc3)c2O[C@H]1CN(C)CC1CCCCC1	12	-0.2	5	-7	3	x	0.5	18
25	Cc1ccc(NC(=S)Nc2ccc(Cl)c(Cl)c2)c(OC(F)F)c1	7	0.1	-1	x	x	0	1.6	-6

# New compounds follow:
item	Molecule	EWS-Fli inh	Xi reactivation	S100A4 MyoIIA	RAD54 inh	esBAF inh	FN deposition inh	E-sel inducer	RAD52 anneal inh
26	COCC1CCN(C(=O)C2CCC(=O)N(CCc3ccc(Cl)cc3)C2)CC1 (configuration not stated)	x	0.0	3	-2	-3	3	-0.5	-14
27	O=C1Nc2cc(C(F)(F)F)ccc2N2CCCCC12 (configuration not stated)	10	0.1	4	-12	-7	3	-0.2	5
28	CO[C@@H]1CN(C)C(=O)c2cc(NC(=O)C3CC3)ccc2OC[C@@H](C)N(CC2CC2)C[C@H]1C	8	-0.3	20	-7	-3	x	0.0	6
29	C[C@H](NC(=O)C[C@H]1CC[C@@H]2[C@H](COc3ccc(NS(=O)(=O)c4ccc(Cl)cc4)cc3C(=O)N2C)O1)c1ccccc1	6	0.0	x	-2	6	1	0.9	x
30	Brc1ccc(-c2cn3ccccc3n2)cc1	-20	u	0	-9	-23	-2	-0.1	-1
31	CC(=O)c1ccc(NC(=O)C(C)n2c3ccccc3c3nc(=O)cc(C)n32)cc1 (configuration not stated)	6	0.1	2	x	1	10	-1.7	-12
32	Cc1c(C(=O)N2CCCCCC2)c(S(=O)(=O)Nc2ccccc2F)c(C)n1C	-6	0.0	-1	9	-5	2	x	-7
33	CC1CCCCN1C(=O)C(=O)c1cn(CC(=O)N2CCCC2)c2ccccc12 (configuration not stated)	x	0.0	0	-2	-5	1	-0.4	-9
34	CS(=O)(=O)N1[C@@H](C#N)[C@H](c2ccc(C#CC3CCCCC3)cc2)[C@@H]1CO	-24	-0.1	7	2	8	-8	-0.5	-26
35	CN(C)CC/C=C1/c2ccccc2Sc2ccc(Cl)cc21	12&13	0.2&-0.1	-3&6	9&7	-9	-11&10	0.2	41&27
36	O=C(NCC[C@H]1CC[C@@H](NC(=O)C2CCC2)[C@H](CO)O1)c1cnccn1	8	-0.1	9	0	-17	x	-0.1	11
37	CCOc1ccc(C2CC(c3ccc(F)cc3)n3ncnc3N2)cc1 (configuration not stated)	-8	0.2	2	-7	2	4	-0.1	-26
38	C[C@@H]1CN([C@H](C)CO)C(=O)c2cccc(NC(=O)C3CC3)c2O[C@H]1CN(C)S(=O)(=O)c1ccc(Cl)cc1	-4	0.0	0	-3	-6	x	-0.1	10
39	C[C@@H]1CN([C@H](C)CO)C(=O)Cc2cc(NC(=O)CCCCCC(=O)Nc3ccccc3N)ccc2O[C@H]1CN(C)S(=O)(=O)c1ccccc1	-9	0.0	-6	1	1	x	0.1	-12
40	COc1ccc(S(=O)(=O)Nc2ccc3c(c2)C(=O)N([C@H](C)CO)C[C@H](C)[C@@H](CN(C)S(=O)(=O)c2ccc(F)cc2)O3)cc1	-7&2	0.0&-0.4	0&-1	-1&5	-5&-7	-7&1	0.0&0.0	-13&-3
41	CNc1nc(-c2ccccc2)c2sccc2n1	-4	0.0	-2	-10	-5	2	0.9	-7
42	CC(C#N)(NC(=O)CN1CCN(S(=O)(=O)c2ccc(Br)cc2Cl)CC1)C1CC1 (configuration not stated)	0	0.1	1	2	-2	-3	-0.8	-21
43	C[C@H](CO)N1C[C@H](C)[C@@H](CN(C)C)Oc2ccc(NC(=O)CCCN(C)C)cc2CC1=O	0	-0.9	3	0	-1	-2	204*	11
44	CC1(C(=O)N(CC(=O)NC2CCCC2)Cc2ccc(Cl)cc2)CC(=O)N=C2C=CC=CN21 (configuration not stated)	x	0.1	1	1	-3	1	x	-4
45	COc1ccc(CCCNC(=O)C2Cc3c(-c4ccc5c(c4)OCO5)ccnc3O2)cc1 (configuration not stated)	53*	0.0	0	7	-2	2	2.5	-8
46	O=C(C[C@H]1CC[C@H](NC(=O)Cc2cccnc2)[C@H](CO)O1)NCc1ccc2c(c1)OCO2	-5	-0.3	x	2	-5	-11	-0.4	0
47	Cc1ccc(S(=O)(=O)CCC(=O)OCC(=O)NC2CCS(=O)(=O)C2)cc1 (configuration not stated)	-10	0.0	-13	-3	-1	-2	0.1	-9
48	COc1cccc(-c2ccc(C3[C@@H]4CN(S(=O)(=O)c5ccccc5)C[C@H]3N4)cc2)c1 (some centres not stated)	12	0.0	-7	x	x	5	0.3	47
49	CC1(C)NC(=O)N(CC(=O)N2CCN(S(=O)(=O)c3ccccc3F)CC2)C1=O	0	0.0	-3	2	-10	1	x	-15
50	COc1cc(CC(CC(=O)c2ccc3c(c2)OCO3)C(=O)O)cc(OC)c1OC (configuration not stated)	-28	0.3	1	-4	12	-5	-0.1	-9

# Further entries
item	Molecule	EWS-Fli inh	Xi reactivation	S100A4 MyoIIA	RAD54 inh	esBAF inh	FN deposition inh	E-sel inducer	RAD52 anneal inh
51	COc1ccc(CCC(=O)O)c(C(CC(=O)O)C(=O)O)c1OS(=O)(=O)c1ccc(C)cc1 (configuration not stated)	0	0.0	-2	-4	6	4	0.1	-18
52	Cc1c(NC(=O)/C(C#N)=C/c2cccs2)c(=O)n(-c2ccccc2)n1C	10	0.1	-1	x	-4	-2	x	-26
53	O=C(NC(Cc1ccccc1)C(=O)O)/C(=C\c1ccc(Cl)cc1)NC(=O)c1ccco1 (configuration not stated)	x	0.0	8	-1	6	x	1.7	-20
54	Cc1ccc(-c2ccc([C@H]3[C@H]4CN(C(=O)Nc5cccc(F)c5)CC(=O)N4[C@H]3CO)cc2)cc1	3	0.5	1	x	x	x	-0.4	21
55	CN(C(=O)Cn1nc(C(=O)O)c2ccccc2c1=O)C1CCCCC1	-6	-0.2	-3	-1	x	4	0.4	-6
56	CCCCc1nnc(NC(=O)c2ccc(OCc3c(C)noc3C)cc2)s1	28	0.1	2	x	3	-4	0.1	-2
57	CNC(=S)Nc1ccc(-c2nc3ccc(C)cc3s2)cc1	-7	-0.1	3	3	-9	-23	3.3	-146
